DENV2 CPE rescue = inhibitors of DENV2 cytopathic effect, primary screen, cell-based, plate reader, single concentration; actives 1.7% (n = 350,000); DENV2-infected cells, cytopathic effect rescue; CPE inhibition, % at 9.99 µM; in the data active means CPE inhibition above about 20%, passing the limit was not always enough; inconclusive means no clear call, values can overlap the other calls; tested in BHK-21 cells;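 further: 0% = median of neutral control wells and 100% = median of positive control wells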
E-sel inducer = E-selectin induction in HUVECs, primary screen, imaging, HUVEC, immunofluorescence imaging, single point; actives 0.37% (n = 260,000); normalized: neutral wells 0, TNF-alpha wells 100; activation, % at 7.58 µM;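 active means mean E-selectin-positive cell signal at least 10% of the positive control, reached in at least 60% of replicates, without over 20% cell loss; inconclusive means no rule given, readout overlaps actives, possibly toxicity-flagged; inactive means the rest, including those meeting only one limit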;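 further: in these data hits start at about 27%; measured in HUVEC primary endothelial cells; signal is the percent of cells scored E-selectin positive by PE staining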
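Test system: HUVEC | Signal: Immunofluorescence imaging | Read-out: Percent E-selectin-positive cells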
SIRT5 inh = SIRT5 desuccinylase inhibitors, primary screen, biochemical, fluorescence imaging, single point, set 5; NAD-dependent protein deacylase sirtuin-5, mitochondrial (Homo sapiens), Q9NXA8; Purified SirT5, succinyl-peptide AMC, trypsin-coupled fluorescence; inhibition, % at 15 µM; actives 1.1% (n = 330,000); in the data active means inhibition above about 15%; inconclusive means no clear call, values can overlap the other calls
Target sequence (Q9NXA8 whole entry, looked up): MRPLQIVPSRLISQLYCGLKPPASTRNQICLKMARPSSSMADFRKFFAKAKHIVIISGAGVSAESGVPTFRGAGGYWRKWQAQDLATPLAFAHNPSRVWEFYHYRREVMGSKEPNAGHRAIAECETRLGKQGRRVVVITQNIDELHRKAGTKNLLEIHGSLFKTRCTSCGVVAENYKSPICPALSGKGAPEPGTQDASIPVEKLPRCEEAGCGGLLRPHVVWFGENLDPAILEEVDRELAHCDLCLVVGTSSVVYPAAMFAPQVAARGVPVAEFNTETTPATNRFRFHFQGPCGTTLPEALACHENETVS
S100A4 inh HTS = inhibitors of S100A4-myosin IIA peptide binding, primary screen, biochemical, fluorescence polarization, TAMRA-MyoIIA peptide; inhibition, % at 10.7 µM; AID 652163, 2013; actives 0.14% (n = 360,000); Protein S100-A4 (Homo sapiens), P26447;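 active means mean inhibition of at least 70% across replicates, with every replicate also reaching that level; inconclusive means mean inhibition reaches 70% but some replicates fall short; inactive means mean inhibition below 70%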
Target sequence (P26447 whole entry, looked up): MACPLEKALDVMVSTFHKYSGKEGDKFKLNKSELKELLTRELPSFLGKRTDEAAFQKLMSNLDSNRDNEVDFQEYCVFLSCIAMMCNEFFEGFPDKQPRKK
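Compound dosing: one dose per compound; test system: human S100A4 monomer with TAMRA-labelled myosin IIA peptide; probe or stimulus: TAMRA-labelled myosin IIA heavy-chain peptide probe, 5 nM; medium: HEPES buffer with Ca2+, pH 7.2; schedule: 5 min incubation before reading; benchmarks: neutral control DMSO, positive control TFP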
C2C12 statin = suppressors of statin myotoxicity in C2C12 myotubes, primary screen, cell-based, single point, plate reader; AID 602340, 2012; rescue of ATP level, % at 7.49 µM; C2C12 myotubes + simvastatin, ATP luminescence, 48 h; scaled: DMSO 0, geranylgeraniol control 100; actives 0.78% (n = 330,000);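 active means mean ATP rescue above about 67%, or every replicate alone reaching that limit, limit read from the data, passing the limit was not always enough; inconclusive means no clear call, values can overlap the other calls; inactive means mean under the limit and some replicate under it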;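 further: myotubes were challenged with 10 µM simvastatin during compound exposure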
PglD inh = C. jejuni PglD acetyltransferase inhibitors, primary screen, biochemical, DTNB colorimetric, single point | AID 602405, 2012 | actives 0.098% (n = 360,000) | UDP-N-acetylbacillosamine N-acetyltransferase PglD (Campylobacter jejuni) | purified PglD enzyme, DTNB colorimetric CoA detection | inhibition, % at 12.5 µM; in the data active means inhibition above about 16%, passing the limit was not always enough; inconclusive means no clear call, values can overlap the other calls; further: strong numbers were not always called active
ERp5 block = inhibitors of ERp5-driven insulin aggregation, primary screen, biochemical, turbidity, absorbance 650 nm, single point; 90 min; Protein disulfide-isomerase A6 (Homo sapiens), Q15084; actives 0.05% (n = 350,000); inhibition, % at 9.99 µM; AID 651711, 2012;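 active means mean replicate inhibition above about 25%, with every replicate also reaching it, limit read from the data, passing the limit was not always enough; inconclusive means only one of those two criteria met; inactive means neither criterion met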
Target sequence (Q15084 whole entry, looked up): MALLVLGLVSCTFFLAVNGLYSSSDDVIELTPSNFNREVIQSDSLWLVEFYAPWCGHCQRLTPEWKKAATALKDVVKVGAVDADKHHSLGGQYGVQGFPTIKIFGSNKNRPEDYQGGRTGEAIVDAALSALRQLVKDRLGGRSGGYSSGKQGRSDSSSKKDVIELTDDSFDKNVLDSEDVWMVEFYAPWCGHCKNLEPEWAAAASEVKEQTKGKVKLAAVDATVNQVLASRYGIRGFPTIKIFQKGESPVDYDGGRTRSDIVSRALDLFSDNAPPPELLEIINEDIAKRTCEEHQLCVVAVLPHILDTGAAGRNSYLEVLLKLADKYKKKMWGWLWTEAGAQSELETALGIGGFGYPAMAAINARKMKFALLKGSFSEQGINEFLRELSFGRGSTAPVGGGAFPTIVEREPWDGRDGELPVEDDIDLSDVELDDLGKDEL
Numbers without * were called inactive; ? = inconclusive; nt = not tested or not shown; & = joins results of further samples. Not all compounds are listed; rates above refer to the full screens.

SMILES	DENV2 CPE rescue	E-sel inducer	SIRT5 inh	S100A4 inh HTS	C2C12 statin	PglD inh	ERp5 block
CN(Cc1ccccc1)C(=O)C1CCN(S(C)(=O)=O)CC1	-2	0.2	2	0	nt	nt	7
O=C1CC2(CCN(C(=O)c3ccccc3F)CC2)Oc2ccccc21	nt	nt	-4	1	0	-4	-2
COc1ccc2c3c(n(C)c2c1)[C@H](CO)N(Cc1ccccc1)CC31CN(CC2CC2)C1	2	0.0	3	6	nt	nt	5
CC1(C(=O)O)CCC2(C)CCC3(C)C(=CC(=O)C4C5(C)CCC(=O)C(C)(C)C5CCC43C)C2C1 (stereo not drawn)	3	0.6	0	8	3	-3	-4
COc1ccc([Si](C)(C)[C@@H]2[C@@H](CCO)O[C@]3(C(=O)N(Cc4ccc(N5CCCCC5=O)cc4)c4ccccc43)[C@H]2C)cc1	-1	nt	6	-9	nt	-2	3
CC(C)NC(=O)N(C)C[C@H]1Oc2cc(C#Cc3cccc(F)c3)ccc2S(=O)(=O)N([C@H](C)CO)C[C@H]1C	?	0.4	7	5	63	-3	6
O=C(O)C1=C[C@@H](c2coc3ccccc3c2=O)C[C@@H](OCc2ccc(CO)cc2)O1	-5	-0.1	1	-3	0	-2	1
CN1c2ccc(C3=CCCCC3)cc2[C@@H]2[C@@H](CCN2C(=O)Nc2ccccc2F)[C@@H]1CO	-5	0.5	0	1	22	-1	2
CC(C)CNC(=O)C1(C)CCCN1C(=O)c1ccc2ccccc2n1 (stereo not drawn)	12	-0.5	-1	-19	3	2	-5
CCOC(=O)C1(CC2CC2)CCN(Cc2cc(Cl)c(O)c(OC)c2)CC1	-5	1.5	-1	1	nt	4	3
CCOC(=O)C1=CN(CC)S(=O)(=O)NC1CC (stereo not drawn)	-5	-0.1	5	-9	8	2	0
O=C(Cn1c2ccc(F)cc2c2nc3n(c(=O)c21)CCS3)NC1CCCC1	-3	-0.1	-1	-1	-6	0	1
CC(=O)c1cccc(NC(=O)c2cc(S(=O)(=O)N3CCCCC3)ccc2N2CCOCC2)c1	-9	0.8	-1	2	8	-1	-5
Cn1cccc1/C=N/NC(=O)Cc1cccs1	-3	0.0	3	-1	nt	3	0
CSc1ccc(/C=C/C(=O)OCC(=O)NC2CCCC2)cc1	-5	-0.1	nt	-3	1	0	-5
CC(=O)N(CC1CCC1)C[C@H]1N[C@H](CO)[C@@H]1c1ccc(C2=CCCC2)cc1	-3	0.9	-2	-2	-44	-2	-1
C[C@H](CO)N1C[C@H](C)[C@@H](CN(C)Cc2cncnc2)Oc2ncc(-c3ccc(C#N)cc3)cc2C1=O	?	-0.1	-14	5	-11	6	9
O=C(O)c1cccc(NC2=Nc3cccc4cccc2c34)c1	8	1.5	-1	-1	5	nt	1
COc1cccc(CN(C)C[C@H]2OCc3ccccc3-c3c(n(C)c4ccccc34)C(=O)N([C@H](C)CO)C[C@@H]2C)c1	-2	-0.2	0	10	nt	nt	2
COc1ccc(CN(C)C[C@@H]2Oc3ccc(NC(=O)CCN4CCOCC4)cc3C(=O)N([C@@H](C)CO)C[C@H]2C)cc1	21*	2.7	-2	-7	44	4	3

Three entries from above, ordered by the value under PglD inh, descending.
SMILES	PglD inh
COc1ccc(CN(C)C[C@@H]2Oc3ccc(NC(=O)CCN4CCOCC4)cc3C(=O)N([C@@H](C)CO)C[C@H]2C)cc1	4
Cn1cccc1/C=N/NC(=O)Cc1cccs1	3
CCOC(=O)C1=CN(CC)S(=O)(=O)NC1CC (stereo not drawn)	2

Going on with the list.
SMILES	DENV2 CPE rescue	E-sel inducer	SIRT5 inh	S100A4 inh HTS	C2C12 statin	PglD inh	ERp5 block
Cc1ccc(C(=O)N2CC(C)CC(C)C2)cc1NC1=NC2CS(=O)(=O)CC2S1 (stereo not drawn)	-7	0.8	-11	-6	1	-3	5
COc1ccc(N(CC(=O)NCCC2=CCCCC2)S(=O)(=O)c2ccccc2)c(OC)c1	nt	2.0	-4	1	-22	0	8
CO[C@@H]1CN(C)C(=O)c2ccc(NC(C)=O)cc2OC[C@@H](C)N(C(=O)C2CCOCC2)C[C@H]1C	3	-0.3	-9	-8	-9	1	-2
COCc1nn2c(N)c(-c3ccccc3)cnc2c1-c1ccccc1	13	nt	-5	-1	-18	0	-1
COC(=O)c1sc2cc(C(F)(F)F)cnc2c1-c1ccccn1	0	-0.1	-2	7	nt	nt	-2
Cc1ccc(Cc2nc3ccccc3n2C(CCc2ccccc2)c2nc3ccccc3[nH]2)cc1 (stereo not drawn)	-1	0.5	-3	-2	nt	nt	0
CCCNC(=O)[C@H]1[C@H](CO)[C@H]2Cn3c(ccc(-c4ccccc4)c3=O)[C@@H]1N2Cc1ccccc1F	5	-0.3	-11	-8	-12	-1	-3
Cc1cc(NC(=O)CC2CCCC2)ccc1Br	6	0.0	nt	3	0	-2	2
COc1ccc2c3c(n(C)c2c1)[C@H](CO)N(Cc1cccnc1)CC31CN(C(=O)c2cccnc2)C1	2	-0.2	-2	5	nt	nt	0
COc1ccc(S(=O)(=O)N(C)C[C@H]2Oc3ccc(NC(=O)NC(C)C)cc3CC(=O)N([C@H](C)CO)C[C@@H]2C)cc1	10	-0.1	3	-12	3	0	-5
COc1cccc(CN(C)C(=O)CCc2nnc(-c3ccsc3)o2)c1	3	2.5	-11	2	nt	nt	5
C=CCNC(=O)[C@H]1[C@@H]2C(=O)O[C@@H](c3ccccc3)[C@@H](c3ccccc3)N2[C@@H](c2ccc(O)cc2)[C@]12C(=O)N(C(=O)OCCOC)c1ccc(C#Cc3ccc(OC)cc3)cc12	11	nt	8	-22	nt	2	2
C[C@@H]1CN([C@@H](C)CO)C(=O)c2cc(C#CC(C)(C)O)cnc2O[C@H]1CN(C)C(=O)CC1CC1	1	-0.2	1	6	7	-3	-8
O=C(NCc1ccccc1)C1CCN(S(=O)(=O)c2cc([N+](=O)[O-])ccc2Cl)CC1	2	nt	-2	3	nt	nt	0
C[C@H](CO)N1C[C@H](C)[C@@H](CN(C)C(=O)Nc2ccccc2)Oc2ncc(-c3ccc(C#N)cc3)cc2C1=O	12&19&7	0.0&0.0	-9&-11&-18	-16&-7&-11	6&7&4	0&-5&1	7&-2&-1
O=C(c1cccc(C(F)(F)F)c1)C1CCCN(C(=O)Cn2cncn2)C1 (stereo not drawn)	19	nt	-6	4	1	3	1
CC1(C)CC(=O)c2c(n(S(=O)(=O)c3ccccc3)c3ccc(NS(=O)(=O)c4ccccc4)cc23)C1	?	nt	-1	3	-5	1	5
CC=Cc1ccc2n(c1=O)C[C@@H]1[C@@H](CO)[C@H](C(=O)N(C)C)N(C(=O)CC)[C@H]21 (mixture of isomers)	1	-0.3	-8	2	nt	nt	-4
C[C@H]1CN([C@@H](C)CO)C(=O)c2cccc(NC(=O)C3CCOCC3)c2O[C@@H]1CN(C)Cc1ccc(C(F)(F)F)cc1	-4	-12	-6	13	-2	0	-7
CO[C@H]1CN(C)C(=O)c2cc(NC(=O)c3ccc4c(c3)OCO4)ccc2OC[C@@H](C)NC[C@H]1C	-4	-0.7	4	14	-12	1	1
COc1ccc(C2/C=C\CN(C(=O)OCC3c4ccccc4-c4ccccc43)CC(=O)N2Cc2cccc(F)c2)cc1 (stereo not drawn)	3	nt	-2	-7	-7	-3	-1
COC(=O)/C(=C\C(=O)c1ccccc1)Nc1ccc(OC)cc1	-1	3.3	-2	1	nt	nt	-1
CC(C)=CCC[C@H](C)C[C@@H]1Cc2[nH]c(=S)[nH]c(=O)c2[C@@H](c2ccc(F)cc2)O1	-6	0.6	6	3	nt	nt	5
O=C(Nc1nnc(SCCC2OCCO2)s1)C1CC(=O)N(c2ccccc2)C1 (stereo not drawn)	6	-0.7	-2	10	-6	7	-2
NS(=O)(=O)c1ccc(NC(=S)NCc2ccco2)cc1	2	nt	2	-22	nt	nt	0
Cc1ccc(-c2c(C(=O)O)c(C(=O)O)c3n2CSC3)cc1	0	-0.3	-4	-4	-3	-2	2
COc1cccc(NC(=O)N(C)C[C@@H]2Oc3cc(C#Cc4ccncc4)ccc3S(=O)(=O)N([C@H](C)CO)C[C@H]2C)c1	-2	0.6	?	-16	nt	2	1
COCCNC(=O)c1cc2c(c(-c3cccc(C#Cc4ccc(OC)c(OC)c4)c3)n1)[C@@H](CCO)N(S(=O)C(C)(C)C)C2 (stereo partly drawn)	3	-0.3	0	-9	7	1	2
Cc1[nH]nc2c1C(c1ccc(Br)cc1)N(Cc1ccccc1)C2=O (stereo not drawn)	9	-0.4	0	-3	nt	nt	0
Cc1noc(C)c1C(=O)NC(C)C12CC3CC(CC(C3)C1)C2 (stereo not drawn)	-1	-0.1	-3	-4	nt	nt	-6
COc1ccc(CN2C[C@H](O)COC[C@H]3O[C@@H](CC(=O)N(C)C)CC[C@@H]32)cc1	?	0.1	1	-4	-33	2	0
CC(C)NC(=O)Nc1ccc2c(c1)CC(=O)N([C@@H](C)CO)C[C@H](C)[C@@H](CN(C)Cc1ccncc1)O2	11	0.0	0	-9	-2	1	2
COc1ccc(C2(c3ccc(OC)cc3)NC(=O)N(CC(=O)NCC(C)c3ccccc3)C2=O)cc1 (stereo not drawn)	-1	nt	0	3	-4	3	1
O=C(CCC(=O)OCCCC(F)(F)C(F)(F)F)Nc1ccccc1	-6	nt	5	1	-25	-4	0
Cc1cc(N(C)/N=C/c2ccccc2O)nc(-c2ccccc2O)n1	-9	-0.1	1	-2	-19	-5	6
O=C(O)c1ccc2c(=O)n(-c3ccc(F)cc3)c(=S)[nH]c2c1	3	0.3	2	-1	nt	-4	5
COc1ccc(-c2nnc(SCC(=O)Nc3nncs3)o2)cc1	-3	0.0	9	-3	5	-13	3
C=CCN1C(=O)c2ccc(C(=O)N3CCN(S(=O)(=O)c4ccccc4Br)CC3)cc2C1=O	-5	-2.4	0	10	-8	nt	-2
Cc1ccc(C)c(OCC(=O)Nc2ccccc2N2CCCC2)c1	-12	0.6	-4	0	-7	1	1
CCNC(=O)C[C@H]1CC[C@H]2[C@@H](COc3ccc(NC(=O)Nc4ccccc4C)cc3C(=O)N2C)O1	0	0.1	3	10	22	-2	3
CCN(CCN(C)C)C(=O)c1ccc2c(c1NCCO)C(=O)c1ccccc1C2=O	10	-0.1	-2	-24	nt	nt	?
CCNC(=O)C1(C)CCCN(C(=O)c2ccc3c(c2)C(C)(C)CCC3(C)C)C1 (stereo not drawn)	-10	nt	9	3	-2	0	-1
O/N=C1\CC/C(=N\O)c2nn(-c3ccccc3Cl)nc21	5	nt	0	4	-8	3	4
COc1ccccc1CCc1nnc(CCC(=O)NCCCOc2cccnc2)o1	?	nt	6	-1	-4	-1	0
COc1ccc(-c2ccccc2[C@@H]2[C@@H](CO)N(C(=O)NC3CCCC3)[C@H]2C#N)cc1	-3	-0.1	-9	40	nt	nt	1
COCCn1c(SCC(=O)Nc2ccccc2)nc2c(oc3ccccc32)c1=O	nt	-0.2	-2	13	nt	nt	0
Cn1ccsc1=NC(=O)c1ccc(S(C)(=O)=O)cc1	5	nt	-1	-1	28	-7	-1
COc1cc2c(cc1OC)-c1cc(Nc3ccccc3C)nc(=O)n1CC2	-4	nt	3	-9	2	-4	2
